Screens: PubChem, several laboratories
Yfh1-off respiration: enhancers of respiration in Yfh1-depleted yeast, dose response, Friedreich's ataxia, plus single-dose screen (AID 1465); fold induction at 50 µM, or EC50 in µM where a hit was titrated; S. cerevisiae Yfh1-off respiration, WST-1 reduction, 72 h; higher fold induction means a stronger effect; 220,000 compounds, 0.074% hits;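 active = fold induction of absorbance versus untreated yeast above a set limit, then at least 30% activation at any dose in follow-up; inconclusive = repeats straddling the limit, or above it without dose testing; inactive = fold induction below the set limit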;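 note: activators that raise dye reduction in frataxin-depleted yeast; strong numbers were not always called active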
WT yeast gro inh: growth inhibition of WT strain, primary screen, mitochondrial fusion inhibitor project, WT and mutant strains, chemical genetic; mitochondrial fusion phenotypic screen; inhibition, % at 10 µM; 190,000 compounds, 2.1% hits; AID 1362, 2008; in the data active = inhibition above about 58%; tested in S. cerevisiae
Autophagy mod: autophagy modulators in MEF cells, primary screen, imaging, high-content, MEF GFP-LC3; MEF GFP-LC3 puncta imaging; test concentration mostly 10 µM; 190,000 compounds, 0.98% hits; calls only at 10 µM (by protocol);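 active = percentage of spot-positive cells more than 3 SD above its plate mean, without a fluorescence outlier flag or 80% toxicity; inconclusive = no clear call, values can overlap the other calls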;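 note: spot-positive cell cutoff set from DMSO-treated cells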
Hep lipid drop: inhibitors of hepatocyte lipid droplet formation, primary screen, imaging, high-throughput imaging, BODIPY stain; AML12 mouse hepatocytes, oleate lipid droplets; inhibition, % at 6.5 µM; 240,000 compounds, 0.4% hits;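 active = lipid droplet intensity inhibited by at least 50%, with more than 500 cells counted; inconclusive = wells with under 300 cells, treated as cytotoxic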
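Material – mouse AML12 hepatocyte cell line, fixed after treatment · Compound dosing – one dose, 6.5 µM compound · Times – compound with oleate, overnight · Measured by – Image-based BODIPY and DAPI two-channel analysis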
MT stabilize HCS: microtubule stabilizers in HeLa cells, primary screen, imaging, high-content imaging | HeLa tubulin immunostaining HCS, 24 h; share of cells brighter than vehicle mean+2SD | % tubulin-high responders, % at 10 µM | 200,000 compounds, 0.83% hits | AID 2205, 2009;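 active = plate Z-score above 3 for both tubulin-high and condensed-nucleus cell shares, with cell loss under 80%, at 10 µM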;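 note: anti alpha tubulin signal scored within the nucleus-defined area of each cell; some results filed as inactive read as strong as hits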
Dynein cargo inh: inhibitors of GR-EGFP nuclear translocation, primary screen, dynein cargo transport inhibitor project, imaging, high-content, 3617.4 mouse cells | test concentration mostly 20 µM; stimulated with dexamethasone, 1 µM; hits give low values | 220,000 compounds, 0.47% hits | z-score, hits read low;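 active = plate z-score of nuclear minus cytoplasmic receptor signal below a set negative limit, without overly bright fluorescence or cell loss, cut at about -3.5 in these data, passing the limit was not always enough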;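 note: z-score of nuclear minus cytoplasmic ring GR-EGFP intensity difference per well; some compounds called inactive have numbers as strong as hits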
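Buffer or medium: tet-free medium with charcoal-stripped serum / Also added: dexamethasone agonist, 1.0 µM final, for 30 min / Timing: induction 48 h, compound 1 h, agonist 30 min / Measured by: high-content fluorescence imaging after fixation / Read-out: nuclear-to-cytoplasmic GR-EGFP distribution per well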
NOD2 inhibition: NOD2 signaling inhibitors, cell-based, luminescence, uHTS, HEK293 (AID 1566). 290,000 compounds, 0.63% hits. HEK293 NOD2/NF-kB luciferase reporter, luminescence; higher % means a stronger effect. inhibition, % at 4 µM; hits with a dose series show EC50 in µM; in the data active = inhibition above about 50%; note: many of its hits are not listed in these tables
b-catenin transl: modulators of beta-catenin nuclear translocation, primary screen, imaging, HeLa cells, immunofluorescence, high-content. 190,000 compounds, 0.3% hits. nuclear translocation activity, % at 5 µM. AID 1665, 2009;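 active = nuclear translocation activity above 50% at 5 µM, with a well cell count of 50 or more; inconclusive = wells under 50 cells across six images, flagged as toxic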;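 note: per-cell ratio of nuclear to cytoplasmic median beta-catenin stain intensity; plate controls were DMSO negative control for no effect and GSK-3 inhibitor IX positive control for full effect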
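Test system: human HeLa cells, endogenous beta-catenin. Times: 24 h compound exposure, 37°C. Measured by: beta-catenin immunofluorescence imaging with DAPI.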
Ins promoter up: insulin promoter activators in MIN6 cells, imaging, high-content screening, mouse beta cells; z-score at 5 µM; 190,000 compounds, 0.3% hits; AID 1625, 2009; MIN6 insulin promoter-GFP reporter; hits give high values;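 active = z-score above 3 at 5 µM with at least 500 cells counted in the well; inconclusive = wells under 500 cells, flagged as cytotoxic or low count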
WT yeast gro inh mutant strain: recorded beside WT yeast gro inh, whose call it bears; inhibition, %; mitochondrial fusion phenotypic screen, mutant strain inhibition
Dynein cargo inh cytoplasmic EGFP: recorded beside Dynein cargo inh, whose call it bears; z-score; measured here: cytoplasmic GR-EGFP intensity; hits give high values
Dynein cargo inh nuclear GR-EGFP: second read-out of Dynein cargo inh, no call of its own (marks repeat the call); z-score; measured here: nuclear GR-EGFP intensity;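 lower value marks the stronger effect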
Dynein cargo inh cell count: also measured in Dynein cargo inh; calls as there; z-score; measured here: cell count per field
Ins promoter up cell count: further read-out of Ins promoter up, marked with its call; cell count; measured here: cytotoxicity, nuclei count;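 total cells summed across four imaged fields per well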
Hep lipid drop cells 6.5 µM: second read-out of Hep lipid drop, no call of its own (marks repeat the call); cell count; measured here: cell count, cytotoxicity flag;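 cells counted across two imaged fields per well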
b-catenin transl cell count 5 µM: further read-out of b-catenin transl, marked with its call; cell count; measured here: cell count, cytotoxicity flag
MT stabilize HCS Hoechst-high %: further read-out of MT stabilize HCS, marked with its call; % Hoechst-high responders; measured here: nuclear condensation Hoechst responders;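 share of cells brighter than vehicle mean plus two SD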
MT stabilize HCS cytotoxicity %: also measured in MT stabilize HCS; calls as there; toxicity, %; measured here: cytotoxicity by cell density;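 0% = mean cell density of plate MIN control wells and 100% = no cells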
Autophagy mod cell loss 18 h: recorded beside Autophagy mod, whose call it bears; toxicity, %; measured here: cell loss, nuclei count;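 cell loss after 18 h compound exposure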
* marks the source's active call; other numbers are inactive results; i = inactive; ? = inconclusive; / = no result given.

SMILES	Yfh1-off respiration	WT yeast gro inh	WT yeast gro inh mutant strain	Autophagy mod	Autophagy mod cell loss 18 h	Hep lipid drop	Hep lipid drop cells 6.5 µM	MT stabilize HCS	MT stabilize HCS Hoechst-high %	MT stabilize HCS cytotoxicity %	Dynein cargo inh	Dynein cargo inh cytoplasmic EGFP	Dynein cargo inh nuclear GR-EGFP	Dynein cargo inh cell count	NOD2 inhibition	b-catenin transl	b-catenin transl cell count 5 µM	Ins promoter up	Ins promoter up cell count
Cc1cc(NC(=O)CCN2C(=O)C3C4CCC(C4)C3C2=O)cc(C)c1Br (stereo not drawn)	i	0.4	-5.8	i	8.4	-0.3	727	1.1	1.2	5.5	/	/	/	/	1.9%	-0.3	1046	0.11	1039
COc1cc2c(cc1OC)CN(C(C)C(=O)N1CCc3ccccc31)CC2 (stereo not drawn)	i	6.4	12.5	i	22.7	0.3	760	47.2*	30.1*	30.0*	-0.506	-0.243	-0.044	0.724	0.2%	/	/	/	/
COC(=O)c1cccc(-n2c(C)cc(C=O)c2C)c1C	i	-2.2	-6.7	i	1.5	-4.5	596	8.5	2.0	2.6	0.454	-0.173	0.302	0.458	14.6%	-3.7	570	0.55	1300
O=C1CC2(CCCCC2)Oc2ccc(OCC(=O)N3CCOCC3)cc21	i	6.7	14.8	i	-1.0	/	/	0.4	0.7	4.0	-0.372	-0.219	-0.338	0.355	-7.3%	3.3	1372	-0.46	1497
Cc1ccc(Sc2nc3ccc(C)cn3c(=O)c2/C=N/O)cc1	i	11.7	-10.5	i	8.1	-0.3	705	3.4	2.0	21.1	-1.05	-0.324	-0.206	1.06	14.8%	0.9	1061	-1.02	1063
CC(C)(C)S(=O)(=O)c1ccsc1C(=O)O	i	-11.5	16.4	i	-0.6	-7.1	635	2.0	2.0	1.4	-0.0149	-0.235	0.0547	0.0169	19.0%	4.8	1047	/	/
COc1ccccc1Nc1nnc(SCC(=O)N2CC(=O)Nc3ccccc32)s1	i	-6.8	9.0	i	5.6	1.6	623	5.8	1.7	7.7	2.15	-0.16	1.13	-0.614	19.9%	0.6	1033	0.71	1570
CCC(c1nnc(SCC(=O)Nc2cccnc2Cl)n1-c1ccccc1)N(C)C (stereo not drawn)	i	-9.2	-23.5	i	14.4	-5.8	510	2.9	1.6	5.2	0.584	-0.326	0.327	0.0888	2.9%	0.5	1566	/	/
CC(/C=C/c1ccc2c(c1)OCO2)=N\NC(=O)c1ccccc1	i	-6.2	2.2	i	19.8	-10.0	698	7.3	1.8	6.8	-0.459	-0.333	-0.131	0.849	-8.7%	0.1	1077	-0.82	1287
Cc1ccc(-c2noc(CSc3nnc(CCc4ccccc4)n3-c3ccccc3)n2)cc1	i	50.4	12.0	i	-2.9	-21.5	764	1.6	1.1	9.0	0.764	-0.138	0.362	-0.324	2.3%	-0.5	1163	-1.06	749
CC(/C=C/C1(O)C(C)CC(O)CC1(C)C)OC1OC(CO)C(O)C(O)C1O (stereo not drawn)	i	/	/	/	/	7.6	741	/	/	/	0.134	-0.673	0.578	-0.614	-3.5%	3.7	1135	?	/
COC(=O)NCc1ccc(Cl)c(Cl)c1	i	3.6	-4.8	i	-6.0	/	/	1.9	1.2	5.1	0.465	-0.178	0.682	0.279	-17.8%	-2.7	970	-0.01	1319
Cc1cccc(Cc2nnc(NC(=O)c3cccc(S(=O)(=O)N4CCOCC4)c3)s2)c1	i	5.3	-26.5	i	20.6	-12.4	581	3.3	3.2	12.5	0.721	-0.181	0.535	0.104	20.6%	-0.4	1264	0.65	1220
CCOC(=O)c1cc(-c2ccc(OC(F)F)cc2)nc2c1c(=O)[nH]c(=O)n2C	i	-4.1	-19.1	i	5.2	29.2	683	1.6	5.6	5.9	0.917	-0.224	0.883	-1.43	7.1%	/	/	0.47	1091
CC(C)C(=O)Nc1cccc(NC(=O)c2cccnc2)c1	i	5.8	10.9	i	-5.6	1.5	686	1.7	1.7	19.3	-0.63	-0.271	-0.272	0.00613	9.3%	/	/	0.4	1084
Brc1ccc(-c2cnco2)cc1	i	-2.5	3.0	i	15.7	29.1	725	1.8	2.1	5.9	0.0956	-0.242	0.172	-0.222	-1.5%	-0.9	961	0.73	1475
CCOc1c2ccc(C(=O)NCCCCc3ccccc3)cc2nn1CC	i	-3.3	-5.0	i	-15.3	/	/	3.0	2.4	1.6	-0.251	-0.207	0.31	0.402	7.1%	-2.7	1351	0.55	1498
COc1ccc(NC2=NC3(CCCCC3)N=C(N)N2)cc1	i	-1.9	9.0	i	-7.1	/	/	4.5	3.5	8.6	0.172	-0.31	0.158	0.25	-14.8%	-0.5	1362	0.33	1252
CN=C(NC)SC1CC(=O)N(c2ccccc2)C1=O (stereo not drawn)	i	13.0	3.0	i	-18.0	/	/	3.0	1.7	7.4	3.35	-0.0743	1.94	-2.15	9.7%	-10.3	1001	-0.4	1139
CCOc1cccc(CNc2ccc(O)cc2)c1OCc1ccccc1Cl	i	11.1	12.2	i	-1.6	-0.1	755	1.4	0.8	0.0	/	/	/	/	9.3%	-1.2	1073	0.46	917
CCCCc1nn2c(N)c(/C=C3\C=Nc4ccccc43)c(=O)nc2s1	i	-26.7	-13.8	i	-10.1	-85.4	750	1.6	2.6	6.8	-0.375	0.575	-0.453	0.932	-6.7%	-3.0	645	1.27	1125
C/C(=N/NC(N)=S)c1ccccc1[N+](=O)[O-]	i	1.7	5.2	i	14.3	/	/	2.7	2.3	0.1	-0.0486	-0.227	0.413	1.35	-8.6%	0.2	1291	-0.29	1512
CCOc1cc(NC(=O)C2CCCO2)c(OCC)cc1NC(C)=O (stereo not drawn)	i	11.6	29.7	i	-5.9	-8.5	695	2.0	1.7	4.7	-0.0486	-0.246	0.28	-0.682	3.7%	/	/	0.56	1175
CC1(CC(=O)N/N=C/c2ccc(-c3ccc(Cl)cc3)o2)OCCO1	i	-14.6	-5.6	i	14.2	-3.0	636	5.2	1.7	13.7	-0.144	-0.204	0.0268	-0.401	-22.9%	-0.1	1102	0.29	1185
COc1cc2c(cc1OC)C(c1cccc([N+](=O)[O-])c1)N(C(=O)c1ccccc1C(=O)O)CC2 (stereo not drawn)	i	-22.3	-8.8	i	-6.0	1.5	630	5.1	1.7	8.4	-0.886	-0.342	-0.0881	1.49	-2.5%	-6.1	1104	0.29	1612
N#C/C(=C(/O)COC(=O)c1cccnc1Cl)c1nc2ccccc2[nH]1	i	-12.6	2.5	i	-7.4	7.8	688	0.9	2.7	5.3	-1.03	-0.127	-0.457	-0.329	-6.8%	1.5	1108	0.78	1213
CCOc1cc(NC(=S)NCCCN(C)C)c(OCC)cc1NC(=O)c1cccs1	i	-2.1	-2.0	i	-1.2	-3.8	526	5.2	2.3	12.5	0.139	-0.236	0.093	-0.0101	13.7%	-0.1	821	0.23	1365
O=C(CSc1nc2ccccc2o1)c1ccccc1	i	-12.6	-0.7	i	1.4	-0.2	712	4.5	1.8	1.5	0.582	0.344	0.116	0.226	11.7%	-0.9	1084	/	/
CCc1ccc(-c2cc(C(=O)N/N=C/c3ccco3)[nH]n2)cc1	i	8.7	11.4	i	6.2	43.4	791	1.4	2.0	6.0	-0.314	-0.292	-0.0582	0.295	3.5%	-0.7	1077	1.48	1335
Cn1cccc1/C=N/NC(=O)Cn1cnc2ccccc21	i	0.4	14.1	i	3.6	/	/	1.2	1.0	2.0	-0.392	0.0235	-0.258	-0.0923	11.7%	-0.2	1386	0.09	1603
CCC(c1nnnn1CCc1ccccc1)N(Cc1ccco1)Cc1cc2cccc(C)c2[nH]c1=O (stereo not drawn)	i	34.1	16.2	i	-0.7	-11.6	692	5.7	3.5	1.3	-0.677	-0.254	-0.322	0.085	7.0%	-4.5	1232	-3.08	1254
Cc1csc(=N)n1CC(=O)N1CCc2ccccc21	i	-13.6	-7.8	i	10.4	/	/	5.5	3.9	7.1	-0.912	-0.124	-0.297	1.09	0.4%	-6.3	813	0.41	1320
O=C(COC(=O)C1(c2ccc(Cl)cc2)CCCC1)NC1CCS(=O)(=O)C1 (stereo not drawn)	i	4.2	-9.5	i	-7.4	/	/	3.3	1.0	4.4	0.322	-0.138	0.0894	-0.828	2.1%	-0.9	1342	-0.02	1653
Cc1nc2sc(C(c3ccco3)N3CCN(c4cccc(Cl)c4)CC3)c(O)n2n1 (stereo not drawn)	i	-10.3	4.4	i	-1.0	-15.3	739	3.7	1.2	6.0	-0.885	-0.0532	-0.187	-1.54	6.7%	-1.6	1265	-0.8	902
FCCCOc1ccc(-c2nccc(-c3ccc(Cl)cc3)n2)cc1	i	22.0	19.4	i	1.0	-13.4	682	1.6	0.8	7.7	-0.521	-0.223	-0.771	0.795	20.2%	0.5	954	1.18	1632

These rows are one share of the data; count on the stated rates, not on these rows.
